# TDP-43 yeast inh: qHTS of TDP-43 Inhibitors; TDP-43 expressing yeast growth rescue, BacTiter-Glo, 24 h; Potency, µM (titrated, usually from 46.1 µM), for the others: top-dose growth rescue (activation), actives largely listed as activators; hit rate 1.8% among 410,000; note: % of control where 0% means no effect; nearly all actives have a fitted effect of over 50% in size
#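 In this qHTS, compounds that restore growth of yeast expressing TDP-43 appear as activators. Cells (OD600=0.02, galactose medium, raffinose-pregrown) are incubated with compound 24 hr at 30 deg C and growth is quantified by BacTiter-Glo.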
# PTHR1 ag: qHTS for PTHR1 Agonists: Primary Screen | Parathyroid hormone/parathyroid hormone-related peptide receptor (Homo sapiens), Q03431 | HEK293 GP2 PTHR1 cells, GloSensor cAMP luminescence, 1 h | Potency, µM (series often up to 115 µM), for inactives: top-dose activation, usual class: activators | hit rate 0.075% among 410,000 | AID 743266, 2014; note: nearly all actives have a fitted effect of over 55% in size; some results filed as inactive show a strong effect at the top dose; inactives centre near -15; many of its hits are not listed in these tables
# Target sequence (Q03431 whole entry, looked up): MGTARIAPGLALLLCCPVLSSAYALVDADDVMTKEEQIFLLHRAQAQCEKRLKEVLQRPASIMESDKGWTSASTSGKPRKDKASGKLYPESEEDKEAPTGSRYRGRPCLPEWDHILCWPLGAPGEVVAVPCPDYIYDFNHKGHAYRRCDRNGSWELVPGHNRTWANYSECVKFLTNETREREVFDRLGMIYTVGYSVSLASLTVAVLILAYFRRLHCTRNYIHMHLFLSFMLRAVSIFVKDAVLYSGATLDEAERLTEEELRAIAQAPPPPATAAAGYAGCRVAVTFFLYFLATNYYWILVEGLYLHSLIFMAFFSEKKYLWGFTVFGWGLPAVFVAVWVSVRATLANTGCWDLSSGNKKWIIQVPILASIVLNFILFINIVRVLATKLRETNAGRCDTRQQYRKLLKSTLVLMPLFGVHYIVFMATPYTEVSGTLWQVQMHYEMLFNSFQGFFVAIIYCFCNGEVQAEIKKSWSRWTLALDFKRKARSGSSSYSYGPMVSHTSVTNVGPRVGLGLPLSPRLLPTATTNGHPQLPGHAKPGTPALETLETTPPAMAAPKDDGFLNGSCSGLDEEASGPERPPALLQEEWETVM
#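 HEK-293-derived GP2 cells expressing PTHR1 and a GloSensor cAMP reporter, 3,000/well, plated overnight, given luciferin plus IBMX (each 0.5 mM as added) for 1 h at 37 °C, then compound for 1 h at 37 °C. Luminescence was read after 15 min at room temperature.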
# FUS yeast rescue: qHTS for Suppressors of FUS Proteinopathy: Primary screen using FUS-linked yeast assay | hit rate 0.24% among 390,000 | AID 1347120, 2019 | Potency, µM (top dose mostly 76.6 µM), for the others: at the top dose growth rescue (activation), hits mostly activators | S. cerevisiae FUS-expressing, growth rescue, OD600, 24 h;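 note: plate controls were DMSO vehicle for no effect and reference control for full effect; nearly all actives have a fitted effect of over 55% in size; some results filed as inactive show a strong effect at the top dose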
#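 Toxicity suppression screen in FUS-yeast. Cells induced with 2% galactose, starting OD 0.005, treated 24hr at 30C with compounds at multiple final concentrations; growth by OD600.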
# * marks the source's active call; other numbers are inactive results; i = inactive; ? = inconclusive; [ ] = dose if it differs, or a comment. Calls come from the whole dose curve; as a rule, active = well fitted curve in the direction sought with a large enough effect; inconclusive = small, poorly fitted or top-dose-only effect, or another doubt; inactive = no such curve, though single readings can be large; an effect the other way counts as inactive or inconclusive. Potency is the fitted concentration of half-maximal effect. Some of the compounds tested; rates above refer to the full screens.
# Order of values – TDP-43 yeast inh | PTHR1 ag | FUS yeast rescue
COc1ccc(C)cc1NC(=O)NCc1ccc2c(c1)CCN2C(=O)c1ccccc1
 : 4.2% | i | ?
COC(=O)c1c(-c2ccc(Cl)cc2)noc1N1CCN(c2ccc(F)cc2)CC1
 : 5.9%[9.22 µM] | -15.2% | -27.5%
CCOC(=O)c1c(C)[nH]c(C)c1S(=O)(=O)N(C)CC(=O)NCc1ccc(Cl)cc1
 : -14.4% | i | 21.0%
COCc1cc(C)nc2sc3c(c12)NC(c1ccccc1C(=O)O)N(c1cccc(C(F)(F)F)c1)C3=O (stereo not drawn)
 : -18.5% | 27.3% | ?
COc1cc(NC(=O)Cn2c(=O)n(-c3ccccc3)c(=O)c3c4c(sc32)CCCC4)cc(OC)c1
 : 25.0% | i | -19.6%
O=C(NCCc1csc2nc(-c3ccc(F)cc3)nn12)c1cccc(C(F)(F)F)c1
 : 10.1%[9.22 µM] | -5.8% | -11.2%
O=C(Cn1cnc2c(nc3n2CCCCC3)c1=O)Nc1ccc(F)c(Cl)c1
 : 11.5% | i | 25.1%
CCc1nn(CC(=O)N(C)Cc2ccccc2)c(=O)c2cc3sccc3n12
 : -19.9% | 8.3% | 16.8%
CCc1ccccc1NC(=O)Cn1nnc(C(=O)Nc2ccc(C)c(F)c2)c1N
 : 24.1% | i | -20.7%
Cc1cccc(-c2nnc(SCC(=O)NC3CCCCC3)o2)c1
 : ? | i | 32.1%
CCOC(=O)c1ccc(NC(=O)CSc2cn(CC(=O)N3CCCC3)c3ccccc23)cc1
 : ? | i | 44.1%
CCOC(=O)C1CCC(CN(Cc2ccc(Cl)cc2)S(=O)(=O)c2cc(Cl)cc(Cl)c2)CC1 (stereo not drawn)
 : 0.2% | -7.9% | -23.8%
COc1ccccc1NC(=O)C1=C(C)Nc2nc(SCC(=O)c3ccc(C)cc3)nn2C1c1ccccc1C (stereo not drawn)
 : 10.6% | -44.4%[inhibitor] | -29.1%
COc1ccc(NC(=O)c2ccco2)cc1NC(=O)COc1ccc(Cl)cc1C
 : 21.4% | i | -25.5%
CCc1cccc(CC)c1NC(=O)CCS(=O)(=O)c1ccc2c(c1)CCN2C(C)=O
 : 2.5% | -21.7% | 20.2%
COc1cccc(COC(=O)c2ccc(-c3nnn(Cc4cccc(OC)c4)n3)cc2)c1
 : -0.1% | -3.8% | -5.6%
CCc1ccccc1NC(=O)CCC(=O)N1CC(C)Oc2ccc(C)cc21 (stereo not drawn)
 : 2.5% | -50.1%[inhibitor] | 4.5%
CCCOc1ccc(C(=O)Nc2ccc(Cl)c(-c3nc4ncccc4o3)c2)cc1
 : 0.0% | -27.3% | -7.8%
CCn1nc(C)c2c(-c3ccccc3)cc(=O)n(C(C)C(=O)NCc3ccccc3OC)c21 (stereo not drawn)
 : 10µM* | -0.4% | ?
Cc1ccc(CNC(=O)c2c(C)oc3ncnc(N4CCOCC4)c23)cc1
 : 13.4% | -22.2% | 5.5%
Cc1ccc(CNC(=O)CN(c2ccc(Cl)cc2Cl)S(=O)(=O)c2ccccc2)cc1
 : -14.3% | i | 14.9%
CCOc1ccc(CCNC(=O)c2cc3c(=O)oc4ccc(C)cc4c3s2)cc1OCC
 : 15.8% | i | -23.7%
Cc1cc(SCC(=O)Nc2ccc(Cl)cc2)nc2ccccc12
 : 18.1% | -6.7% | -18.7%
CCS(=O)(=O)Nc1ccc(-c2cn3ccsc3n2)cc1
 : 13.0% | -0.9% | -2.4%
COc1cccc(C(=O)N2CCc3cc(OC)c(OC)cc3C2COc2ccc3c(C)cc(=O)oc3c2)c1 (stereo not drawn)
 : -9.7% | i | -9.0%
COC(=O)c1ccccc1NC(=O)c1noc2c1CSc1ccccc1-2
 : 14.3% | i | -2.6%
O=C(CN1CCN(Cc2cccc(Cl)c2)C1=O)NCc1ccc(F)cc1
 : ? | -5.3% | 13.9%
O=C(CSc1cn(CC(=O)N2CCCCC2)c2ccccc12)Nc1ccccc1
 : 22.0%[9.22 µM] | -23.6% | -24.1%
COc1ccc(N2CC(NC(=O)/C=C\c3ccc4c(c3)OCO4)CC2=O)cc1OC (stereo not drawn)
 : 6.8% | -1.7% | 10.0%
COc1ccccc1CNC(=O)C(NS(=O)(=O)c1cccs1)C(C)C (stereo not drawn)
 : 3.2% | -43.2%[inhibitor] | -6.3%
Cc1ccc(C(=O)c2c(N)c(C(=O)Nc3cccc(C(F)(F)F)c3)c3ccccn23)cc1
 : -20.8% | 5.1% | 9.3%
CCOc1ccc(OCC(=O)NCCS(=O)(=O)N2CCN(c3ccccc3F)CC2)cc1
 : 27.2% | i | 21.0%
O=C(NCCn1cc(SCc2cccc(F)c2)c2ccccc21)c1cccc(C(F)(F)F)c1
 : 5.7% | -25.1% | ?
CCN(CC)C(=O)Cn1c(=O)n(Cc2ccc(C(=O)NCc3ccc(C)cc3)cc2)c(=O)c2ccccc21
 : 21.7% | -2.7% | 5.2%
CCOC(=O)Cn1cnc2onc(-c3ccc(F)cc3)c2c1=O
 : 11.4% | -19.0% | -9.3%
CCOc1ccccc1C1CC(=O)Oc2c1c(=O)n(C)c1ccccc21 (stereo not drawn)
 : 1.8% | -22.2% | 15.5%
Cc1ccc(Cn2c(=O)n(CCc3ccc(Cl)cc3)c(=O)c3ccccc32)cc1
 : 24.2% | i | -10.5%
COc1ccc2c(c1)c(=O)c(S(=O)(=O)c1ccc(Cl)cc1)cn2Cc1cc(C)ccc1C
 : 0.0% | -1.3% | 3.1%
Cc1ccc(S(=O)(=O)N2CCN(Cc3ccccc3)CC2)c(C)c1NS(C)(=O)=O
 : 8.0% | i | -8.8%
CC(C)(C)OC(=O)N1CCC(c2c(C(=O)NC3CCCCC3)cnn2-c2cccc(F)c2)CC1
 : -4.2% | -4.1% | -15.8%
COc1cccc(CNS(=O)(=O)c2ccc3c(c2)C(C(C)C)C(=O)N3)c1 (stereo not drawn)
 : 5.5% | -22.3% | 10.6%
CCc1ccc(NC(=O)Nc2ccccc2OCc2cc(=O)n3ccccc3n2)cc1
 : 21.6% | i | -11.8%
CCCn1c(CCC(=O)Nc2cc(C(=O)OC)cc(C(=O)OC)c2)nc2cccnc21
 : 25.6% | 3.8% | 15.3%
CCOC(=O)c1c(C)sc(-c2c(-c3ccccc3)[nH]c3[nH]c(=O)[nH]c(=O)c23)c1O
 : -8.9% | i | 14.5%
COc1cccc2c1cc1c(=O)n(CC(=O)NCc3ccc(C)o3)nc(C)n12
 : 1.3% | i | 17.9%

# More compounds.
Compound,TDP-43 yeast inh,PTHR1 ag,FUS yeast rescue
CCOc1ccccc1NC(=O)c1c(NC(=O)Cc2ccc(OC)cc2)sc2c1CCC2,20.3%,-14.6%,?
COCCNC(=O)c1nn(-c2ccc(C)cc2)c(=O)c2c1c1ccccc1n2C,3.6%,-27.4%,-0.9%
CCc1ccc(NC(=O)CN2C(=O)C(c3ccc(Cl)cc3)=NC23CCCCC3)cc1,-0.5%,-22.7%,19.9%
Cc1ccc2c(CC(=O)Nc3ccc(S(=O)(=O)N4CCC(C)CC4)cc3)coc2c1,-3.9%,-10.4%,?
O=C(Nc1c(C(=O)Nc2ccc(F)cc2)oc2ccccc12)c1ccccc1F,18.4%,i,-19.7%
COc1cc(CNC(=O)c2ccc3nc(Cc4ccccc4)oc3c2)cc(OC)c1OC,8.5%,-91.9%[inhibitor],?
Cc1ccc(CNC(=O)CCc2cn(Cc3ccc(C)cc3)c3ccccc23)cc1,18.5%,-41.5%[inhibitor],-8.7%
CCn1cc(S(=O)(=O)c2ccccc2)c(=O)c2cc(F)c(N3CCCCCC3)cc21,11.1%,-25.4%,10.7%
CCN(CC)c1ccc(NC(=O)CN2CCN(c3ccccc3OC)CC2)cc1,13.0%,i,-28.3%
CCOc1ccc(CCNC(c2nnc(-c3ccccc3)o2)c2ccccc2Cl)cc1OCC (stereo not drawn),?,-47.2%[inhibitor],?
O=C(Nc1ccccc1)N(Cc1c[nH]c2ccccc12)C1CCCCCC1,0.0%,i,23.3%
Cc1cc(C)cc(N(C)S(=O)(=O)c2nnc(NC(=O)COc3ccc(Cl)cc3)s2)c1,4.8%,-36.9%[inhibitor],9.2%
Cc1c(Cl)cccc1-n1c(SCC(=O)NCc2ccccc2)nc2n[nH]c(C)c2c1=N,-10.4%,-88.4%[inhibitor],13.1%
O=C(CCCCCn1c(=O)[nH]c2ccsc2c1=O)NCc1ccccc1,10.1%,-17.9%,-28.0%
CCOC(=O)c1c(C)oc2nc(C)nc(N3CCN(c4ccccc4)CC3)c12,?,-84.6%[inhibitor],-15.9%
CN(C1CCCCC1)S(=O)(=O)c1ccc2c(c1)c(=O)c(C(=O)NCc1ccc(Cl)cc1)cn2C,1.8%,i,22.3%
CC(C)CN(CCCNC(=O)Cn1ncc2c3ccccc3n(C)c2c1=O)CC(C)C,?,-28.8%,-19.1%
O=c1[nH]c(SCc2c(F)cccc2Cl)nc2c1CCC2,22.0%,-4.0%,-19.8%
CCn1cc(C(=O)N(C)c2ccc(C(C)C)cc2)c2cc(OC)c(OC)cc2c1=O,23.9%,?,41.2%
N#Cc1ccc(NC(=O)C2Cc3ccccc3CN2S(=O)(=O)c2ccc(F)cc2)cc1 (stereo not drawn),?,-22.7%,21.7%

# Reprinted from the part before: 2 compounds, followed by the next part.
Compound,TDP-43 yeast inh,PTHR1 ag,FUS yeast rescue
CCn1cc(C(=O)N(C)c2ccc(C(C)C)cc2)c2cc(OC)c(OC)cc2c1=O,23.9%,?,41.2%
N#Cc1ccc(NC(=O)C2Cc3ccccc3CN2S(=O)(=O)c2ccc(F)cc2)cc1 (stereo not drawn),?,-22.7%,21.7%
Cc1cc(C(=O)N2CCN(c3ccccc3F)CC2)c2c(C)nn(-c3ccccc3)c2n1,10.9%[9.22 µM],-61.0%[inhibitor],35.4%
Cc1ccc(-n2ncc(C(=O)NCc3cccs3)c2C2CCN(C(=O)OC(C)(C)C)CC2)cc1,15.9%,-1.7%,?
N#Cc1ccc(NC2=NS(=O)(=O)c3ccccc32)cc1,-4.1%,i,23.4%
O=C(Nc1cccc(Cl)c1)C1CCCN(c2nn3cc(-c4ccc(F)cc4)nc3s2)C1 (stereo not drawn),?,-24.0%,29.4%
CCOC(=O)c1ccc(OC(=O)c2cn(-c3ccc(C)cc3)c(=O)c3ccccc23)cc1,12.9%,i,35.1%
CCCC(O)c1nc2ccccc2n1CCCOc1ccc(Cl)cc1 (stereo not drawn),-7.7%,i,19.7%
CC(C)(C)c1ccc(-c2nc3cc(NC(=O)c4cc5ccccc5o4)ccc3o2)cc1,-0.8%,i,-9.0%
COc1ccc(C(Nc2ccccn2)c2ccc3ccc(C)nc3c2O)cc1C (stereo not drawn),19.5%,i,30.8%
O=C(CCCn1c(=O)c2cccn2c2ccccc21)Nc1cccc(Cl)c1,1.6%,-37.8%[inhibitor],8.7%
COc1ccc(NC(=O)Cn2cnc3c(nc4n3CCCCC4)c2=O)c(OC)c1,18.3%,i,14.7%
CCc1ccccc1NC(=O)C1CCN(S(=O)(=O)c2ccccc2)CC1,22.0%,-15.0%,2.1%
CCCOc1ccc(-c2nc(SCC(=O)c3ccc(Cl)cc3)n[nH]2)cc1,-7.4%,-19.9%,11.9%
CC(C)OCCCNC(=O)c1c2c(nc3ccccc13)C(=O)N(C1CCCCC1)C2,17.7%,14.8%,10.9%
CCc1ccc(CN(Cc2ccco2)C(=O)c2cc(-c3ccc(Cl)cc3)on2)cc1,-12.0%,i,-1.7%
CCc1ccc(NC(=O)CSc2nc(-c3ccccc3)no2)cc1,26.7%,i,-11.9%
O=c1n(Cc2cccc(F)c2)c2ccccc2c2nc(-c3ccccc3)nn12,10.1%,-22.8%,-6.0%
Cc1nc2ccc(S(=O)(=O)N(CC(=O)Nc3ccc(F)cc3)Cc3ccccc3)cc2s1,-15.0%,-23.3%,1.1%
COc1ccc(OC)c(NC(=O)c2cc3cccc(OC)c3oc2=O)c1,9.3%,-10.6%,2.1%
COc1ccc(CCCc2nnc(SCC(=O)Nc3cccc(F)c3C)o2)cc1,?,5.5%,39.3%
Cc1ccc(Cl)cc1-n1c(CCC(=O)O)ccc1-c1cccs1,12.6µM*,i,45.0%

# One compound at a time, as listed above:
# `COc1ccc(OC)c(NC(=O)c2cc3cccc(OC)c3oc2=O)c1` is listed as TDP-43 yeast inh: 9.3%; PTHR1 ag: -10.6%; FUS yeast rescue: 2.1%
# `Cc1nc2ccc(S(=O)(=O)N(CC(=O)Nc3ccc(F)cc3)Cc3ccccc3)cc2s1` is listed as TDP-43 yeast inh: -15.0%; PTHR1 ag: -23.3%; FUS yeast rescue: 1.1%
